Xi reactivation: activators of X-chromosome reactivation in mouse fibroblasts | activation, % at 7.58 µM | XiGFP mouse fibroblasts, % GFP-positive cells imaging, 3 d; cells co-treated with 5-aza-dC sensitizer; scaled so ellipticine positive control = 100% | actives 0.055% (n = 360,000) | AID 743238;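 active = mean normalized replicate activation at least 10% and every replicate at or above 10%; inconclusive = only one of the two criteria met; inactive = mean below 10% and not all replicates reach 10%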;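 note: 0% = median of on-plate neutral control wells and 100% = ellipticine 6 µM median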
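System: 68-5-11 XiGFP fibroblast line; Timing: 3 days compound exposure; Compound dosing: one concentration, pinned; Benchmarks: positive control ellipticine, 6 µM final; Buffer or medium: DMEM containing 5-aza-dC.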
F508del corr: CFTR F508del correction in bronchial cells; CFBE cells, YFP halide quenching; stimulated with forskolin plus potentiator P3; % fluorescence drop versus neutral controls; activity (quench increase), % at 7.58 µM; actives 0.36% (n = 350,000);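 active = mean added fluorescence quench of at least 8% versus neutral control, with both replicates also reaching 8%; inconclusive = only one of the mean or replicate conditions met; inactive = mean below 8% and not both replicates reaching 8%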;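 note: cells transiently co-express mutant CFTR-F508del with the halide-sensitive YFP; corrector assay measuring rescue of mutant channel to the surface after 24 h compound exposure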
INS-1E GSIS act: primary screen for activators of insulin secretion dependent on glucose, INS-1E cells, GLuc reporter luminescence. INS-1E GLuc reporter insulin secretion, 2-3 h. activation, % at 16.6 µM. actives 0.61% (n = 370,000). AID 743287;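 active = lowest replicate activation of at least 40%, so every replicate reaches that level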;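 note: 0% = median of neutral control wells and 100% = median of IBMX positive control wells; some compounds called inactive have numbers as strong as hits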
RAD52 inh: inhibitors of human RAD52 DNA annealing; recombinant RAD52 DNA annealing, FRET fluorescence; inhibition, % at 18.7 µM; actives 0.46% (n = 360,000);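 active = every replicate showing at least 50% inhibition; inconclusive = mean inhibition at least 50% but not in every replicate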
RAD54 inh: inhibitors of human RAD54 branch migration; RAD54 Holliday junction branch migration, FAM/BHQ fluorescence; inhibition, % at 10.4 µM; actives 0.14% (n = 360,000); AID 602329;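 active = mean normalized replicate activity at least 40 and at least half of replicates scoring 40 or more; inconclusive = only one of the two criteria met; inactive = mean below 40 and under half of replicates reaching 40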;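 note: 0% = median of neutral control wells and 100% = median of positive control wells; inhibitors cause a drop in the FAM fluorescence signal; in these data hits start at about 50%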
E-sel inducer: E-selectin induction on HUVECs. actives 0.37% (n = 260,000). activation, % at 7.58 µM. HUVEC E-selectin immunofluorescence imaging; normalized: neutral wells 0, TNF-alpha wells 100. AID 686992;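 active = mean E-selectin-positive cell signal at least 10% of the positive control, reached in at least 60% of replicates, without over 20% cell loss; inconclusive = no rule given, readout overlaps actives, possibly toxicity-flagged; inactive = the rest, including those meeting only one limit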;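 note: in these data hits start at about 27%; measured in HUVEC primary endothelial cells; signal is the percent of cells scored E-selectin positive by PE staining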
Target sequence (P16581 whole entry, looked up): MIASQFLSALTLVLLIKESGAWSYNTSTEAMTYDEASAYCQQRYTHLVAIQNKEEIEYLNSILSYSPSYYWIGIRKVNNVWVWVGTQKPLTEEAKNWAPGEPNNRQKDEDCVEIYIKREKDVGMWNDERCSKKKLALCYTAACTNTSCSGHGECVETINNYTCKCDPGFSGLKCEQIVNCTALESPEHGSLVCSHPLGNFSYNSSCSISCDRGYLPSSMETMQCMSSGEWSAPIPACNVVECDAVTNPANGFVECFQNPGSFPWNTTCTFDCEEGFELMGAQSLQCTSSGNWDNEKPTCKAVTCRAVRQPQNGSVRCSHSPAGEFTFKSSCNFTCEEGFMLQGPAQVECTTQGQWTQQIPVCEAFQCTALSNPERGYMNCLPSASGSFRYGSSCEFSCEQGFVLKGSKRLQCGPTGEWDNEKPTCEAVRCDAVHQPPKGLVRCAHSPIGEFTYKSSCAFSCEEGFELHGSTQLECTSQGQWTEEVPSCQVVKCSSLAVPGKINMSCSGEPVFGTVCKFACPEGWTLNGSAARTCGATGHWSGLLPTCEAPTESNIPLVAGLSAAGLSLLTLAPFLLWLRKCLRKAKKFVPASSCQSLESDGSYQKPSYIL
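Test system – human umbilical vein endothelial cells (HUVEC), E-selectin induction · Input – 3,000 HUVEC seeded per well · Buffer or medium – EGM-2, gelatin · Compound dosing – single-point compound dose · Detection – immunofluorescence imaging · Measure – percent E-selectin-positive cells · Controls – TNF-alpha high, DMSO low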
DENV2 CPE: DENV2-induced cell death inhibition; actives 1.7% (n = 350,000); AID 651640; CPE inhibition, % at 9.99 µM; DENV2-infected cells, cytopathic effect rescue, plate reader; in the data active = CPE inhibition above about 20%, passing the limit was not always enough; inconclusive = no clear call, values can overlap the other calls; tested in BHK-21 cells;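 note: 0% = median of neutral control wells and 100% = median of positive control wells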
CASP6 VEID inh: inhibitors of human caspase-6 | P55212 | purified caspase-6, Z-VEID-R110 cleavage fluorescence | inhibition, % at 12.5 µM | actives 0.53% (n = 350,000);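 active = mean inhibition across replicates at least about 35%, with every replicate also reaching that limit, limit read from the data; inconclusive = only one of the two criteria met; inactive = neither criterion met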;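 note: 0% = median of neutral control wells and 100% = no fluorescence left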
Target sequence (P55212 24-179 limits assumed): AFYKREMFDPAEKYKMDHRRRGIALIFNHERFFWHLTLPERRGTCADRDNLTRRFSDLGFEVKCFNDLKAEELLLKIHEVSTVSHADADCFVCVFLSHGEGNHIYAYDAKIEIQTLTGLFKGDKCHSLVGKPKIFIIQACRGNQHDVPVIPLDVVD
Target sequence (P55212 194-293 limits assumed): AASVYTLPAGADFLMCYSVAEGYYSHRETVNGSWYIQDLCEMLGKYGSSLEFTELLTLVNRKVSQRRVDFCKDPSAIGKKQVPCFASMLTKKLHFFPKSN
An asterisk follows results filed as active; ? = inconclusive; nt = no result given.

Below each compound: Xi reactivation | F508del corr | INS-1E GSIS act | RAD52 inh | RAD54 inh | E-sel inducer | DENV2 CPE | CASP6 VEID inh
- CCn1c2c(c(=N)c3ccccc31)CCC2
→ 0.0 | 0.0 | -2 | 3 | nt | 0.0 | 2 | -1
- CO[C@H](CN(C)C(=O)Nc1ccc(F)cc1)[C@H](C)CN(Cc1ccccc1Cl)[C@H](C)CO
→ 0.0 | -2.2 | -1 | 3 | -2 | -0.2 | 1 | -3
- Cc1ccc(S(=O)(=O)N(C)C[C@@H]2OCCCC[C@@H](C)Oc3ccc(NC(=O)NC(C)C)cc3C(=O)N([C@H](C)CO)C[C@H]2C)cc1
→ 0.2 | -2.1 | -22 | 23 | 3 | 0.0 | -8 | 4
- CO[C@H]1CN(C)C(=O)c2ccc(NC(=O)c3cc(C)on3)cc2OC[C@H](C)N(C)C[C@H]1C
→ 0.0 | 1.2 | -13 | 1 | -1 | 0.0 | -1 | -1
- CN1C(=O)c2cc(NC(=O)c3cnccn3)ccc2OC[C@H]2O[C@@H](CC(=O)N[C@H]3CCN(Cc4ccccc4)C3)CC[C@H]21
→ 0.0 | 2.8 | 1 | 21 | 3 | -0.1 | 11 | 6
- O=C(Nc1ccc(F)c(F)c1)C1CCN(S(=O)(=O)c2cccc3nonc23)CC1
→ 0.0 | 3.8 | 27 | -11 | 1 | 0.0 | -9 | 4
- N/C(=N\OC(=O)C12CC3CC(CC(C3)C1)C2)c1ccncc1
→ ? | -0.8 | -21 | -8 | -7 | 0.5 | -2 | -1
- COCc1c(C(=O)OCC(=O)N2CCCC2=O)oc2ccccc12
→ -0.4 | 4.9 | 13 | -12 | 1 | nt | -8 | 2
- Cc1ccc(Cl)c(OC(=O)C2CSC3(C)CCC(=O)N23)c1 (configuration not stated)
→ -0.1 | 3.5 | 11 | 5 | -5 | -0.1 | 7 | -1
- Cn1nnc2c(C(N)=O)ncn2c1=O
→ -0.3 | -4.0 | 5 | -65 | -7 | -0.1 | 4 | 1
- Nc1n[nH]c(-c2ccccc2[N+](=O)[O-])n1
→ 0.0 | nt | 80 | -12 | nt | nt | -6 | 3
- COc1cccc(-c2ccc3c(c2)O[C@H](CN(C)C(=O)C2CCOCC2)[C@@H](C)CN([C@H](C)CO)S3(=O)=O)c1
→ 0.5 | 2.0 | -7 | 23 | -4 | -0.1 | -4 | 1
- O=C(Cc1ccc(Cl)cc1)Nc1ccc2c(c1)C(=O)NC2=O
→ 0.2 | nt | 16 | -9 | nt | nt | 6 | 1
- CN1c2ccc(-c3ccccc3)cc2[C@H]2[C@H](CCN2C(=O)c2ccncc2)[C@H]1CO
→ 0.1 | 0.1 | -5 | -5 | 1 | 0.1 | -8 | -5
- Nc1ccc2c(c1)ncn2CCCn1cnc2cc(N)ccc21
→ nt | -0.3 | 0 | 6 | 0 | nt | 3 | -11
- COc1cc(NC(=S)NC(=O)CC(C)C)ccc1NC(=O)c1cc2ccccc2o1
→ -0.4 | nt | 3 | -11 | 15 | 0.3 | -5 | -2
- C[C@H]1CN([C@@H](C)CO)C(=O)Cc2cc(NC(=O)NC3CCCCC3)ccc2O[C@@H]1CN(C)C(=O)Nc1ccc(C(F)(F)F)cc1
→ -0.1 | 0.8 | -14 | -1 | 7 | 0.2 | 1 | nt
- CCOC(=O)CSc1nc2ccccc2c(=O)[nH]1
→ 0.0 | 2.2 | 14 | -4 | -14 | -0.1 | -10 | 0
- COc1ccc(Cl)cc1NC(=O)CSc1nc(N2CCOCC2)nc(N2CCOCC2)n1
→ 0.1 | 0.1 | 0 | -8 | -6 | -0.5 | -13 | 0
- COc1ccc(/C(C)=N/NC(=O)CNC(=O)c2cccs2)cc1OC
→ 0.0 | 1.4 | 27 | -8 | 0 | nt | -4 | 1
- COc1ccc(CC(=O)N[C@@H]2c3cc(OC)c(OC)cc3C[C@H]2O)cc1
→ -0.1 | -1.2 | -7 | -9 | -3 | nt | -9 | 0
- COc1cc(C(=O)N2CCCCCCC2)ccc1OC1CCN(C(C)=O)CC1
→ 0.1 | -2.6 | -9 | -12 | 1 | 12 | 2 | 0
- C[C@@H]1CCCCO[C@@H](CN(C)C(=O)Nc2ccc(F)cc2)[C@H](C)CN([C@H](C)CO)C(=O)c2cc(NS(=O)(=O)c3ccc(Cl)cc3)ccc2O1
→ 0.3 | -0.5 | -12 | -3 | -2 | -0.3 | -11 | 14
- Cc1ccc(C)c(-n2cc(CN3CCN(C(=O)c4ncn[nH]4)CC3)c(-c3ccccc3)n2)c1
→ 0.4 | -3.3 | 1 | -3 | -6 | nt | 3 | -1
- CC(C)CC(=O)N1CCN(Cc2ccc(Br)cc2)CC1
→ 0.1 | 0.6 | 13 | -3 | -3 | 0.9 | 4 | 1
- CCCC1(C(=O)OC)NC(c2ccco2)C2C(=O)N(C)C(=O)C21 (configuration not stated)
→ 0.0 | 0.6 | -1 | -10 | 8 | 0.7 | 7 | -4
- CCCNC(=O)N1C[C@H](O)COC[C@H]2O[C@H](CC(=O)N[C@H]3CCN(Cc4ccccc4)C3)CC[C@@H]21
→ 0.3 | 2.0 | 4 | 6 | 13 | 1.4 | 1 | -1
- c1ccc(-c2cc3c(NCC4COc5ccccc5O4)ncnc3s2)cc1 (configuration not stated)
→ 0.1 | -0.3 | 3 | -17 | nt | -0.1 | -4 | nt
- C[C@@H]1CCCCO[C@@H](CN(C)S(=O)(=O)c2cn(C)cn2)[C@@H](C)CN([C@H](C)CO)C(=O)c2cc(NC(=O)NC3CCCCC3)ccc2O1
→ 0.0 | -4.8 | 1 | 11 | 1 | -0.2 | 7 | -2
- CCNC(=O)[C@H]1[C@H](CO)[C@H]2Cn3c(ccc(-c4ccc(OC)cc4)c3=O)[C@H]2N1Cc1nccs1
→ -0.1 | nt | -1 | -25 | -2 | -0.6 | 0 | 0
- COc1ccc(Br)cc1CN1CCN(c2ncccn2)CC1
→ 0.2 | -1.6 | 24 | -3 | 1 | 0.2 | -2 | 0
- CO[C@H]1CN(C)C(=O)c2ccc(NC(=O)c3nc4ccccc4s3)cc2OC[C@H](C)N(Cc2cncnc2)C[C@@H]1C
→ 0.4 | 0.0 | -36 | 8 | 10 | 0.1 | -2 | -2
- CCOC(=O)C(C)NC(=O)c1cn(-c2ccc(OC)cc2)c(=O)c2ccccc12 (configuration not stated)
→ 0.0 | 0.9 | 2 | -18 | -3 | 0.2 | -2 | 1
- COc1cc(NC(=O)c2c(OC)cccc2OC)ccc1NC(=O)c1cc2ccccc2o1
→ -0.1 | nt | nt | -9 | -7 | nt | 0 | -6
- C[C@H](CO)N1C[C@H](C)[C@H](CN(C)C(=O)Nc2ccc(F)cc2)Oc2ccc(NC(=O)Nc3ccc(C(F)(F)F)cc3)cc2C1=O
→ -1.0 | 3.2 | -25 | -18 | -5 | 0.0 | -4 | -4
- COC(=O)C1(CC2CC(c3ccc(Cl)cc3)=NO2)CCN(C(=O)OC(C)(C)C)CC1 (configuration not stated)
→ 0.0 | 4.3 | -45 | 1 | 5 | 0.1 | 2 | 2
- C/C=C/c1cnc2c(c1)C(=O)N([C@H](C)CO)C[C@H](C)[C@@H](CN(C)C(=O)c1cnccn1)O2
→ -0.3 | 1.1 | 9 | 0 | 2 | -0.1 | -4 | -2
- COCCCNC(=O)CNC(=O)c1nn(-c2ccc(OC)c(Cl)c2)c(=O)c2ccccc12
→ -0.1 | 2.4 | 8 | -4 | nt | -0.2 | 3 | 1
- CCNc1ccc(S(=O)(=O)N(C)C)cc1NCC(=O)Nc1ccccc1Cl
→ 0.0 | 2.5 | -5 | -31 | 2 | nt | 0 | 1
- C/C=C/c1ccc([C@@H]2[C@@H](CO)N(C(=O)C3CCC3)C23CN(S(=O)(=O)CC)C3)cc1
→ 0.0 | -2.0 | -7 | -7 | nt | -0.1 | ? | 2
- Cc1ccc2nc(CSc3nnc4ccccn34)cc(=O)n2c1
→ 0.0 | 1.9 | -5 | -17 | nt | -0.5 | 6 | 3
- Oc1ccc(C[C@H]2CN([C@@H](Cc3ccccc3)CN3CCC[C@@H]3CN3C(=S)NC[C@@H]3Cc3ccccc3)C(=S)N2CC2CCCCC2)cc1
→ -0.1 | 0.4 | 3 | -18 | 5 | -0.5 | -5 | 2
- C[C@@H]1CN([C@H](C)CO)S(=O)(=O)c2ccc(C#C[C@@H](C)O)cc2O[C@@H]1CN(C)C(=O)Cc1ccccn1
→ 0.0 | -0.8 | 7 | 11 | 4 | 0.7 | -8 | 3
- COC(=O)c1cc(O)cc(OC)c1Oc1cc(C)cc(O)c1C(=O)O
→ nt | -1.1 | 4 | 1 | 1 | nt | -5 | 43*
- Cc1ccccc1CN1CCC(CNC(=O)C2CCCN(c3ncnc4c3nc3n4CCCCC3)C2)CC1 (configuration not stated)
→ 0.0 | -2.8 | -31 | -5 | 0 | nt | ? | -16
- CCCCOC(=O)C1=C(C)N(C)C(=O)NC1c1cc2c(cc1Br)OCO2 (configuration not stated)
→ 0.1 | -1.8 | -12 | 4 | 10 | -0.1 | 3 | 5
- C[C@@H]1CN([C@H](C)CO)C(=O)Cc2cc(NC(=O)NC3CCCCC3)ccc2O[C@@H]1CN(C)S(=O)(=O)c1cn(C)cn1
→ 0.0 | -0.3 | 0 | 15 | 2 | 15 | -12 | 0
- Cc1ccc2oc(C(=O)N3CCN(C)C[C@@H]3C(C)C)c(C)c2c1
→ 0.1 | -1.6 | nt | -15 | 2 | nt | 8 | -1
- COc1cc(/C=C(/C#N)c2ccc(F)cc2)ccc1Oc1ccc([N+](=O)[O-])cn1
→ 0.1 | 3.3 | nt | -9 | nt | nt | -15 | 2
- O=[N+]([O-])c1cc(S(=O)(=O)N2CCCC2)ccc1NCCCN1CCOCC1
→ 0.0 | -0.2 | 3 | -8 | -7 | -0.3 | 6 | -1
- O=C(Nc1ccccc1)Nc1ccc2c(c1)[C@H]1C[C@H](CC(=O)N3CCCCC3)O[C@H](CO)[C@H]1O2
→ 0.0 | -0.8 | -22 | 3 | -2 | 0.2 | 2 | 2
- C[C@H](CO)N1C[C@H](C)[C@@H](CN(C)Cc2ccc(Cl)c(Cl)c2)Oc2ccc(NC(=O)Cc3cn(C)c4ccccc34)cc2C1=O
→ 0.2 | 0.0 | -5 | 13 | 3 | 17 | -1 | -4
- CN=C1S/C(=C\c2ccc(SC)cc2)C(=O)N1C
→ -0.1 | -1.4 | 14 | -5 | -21 | 0.0 | -2 | 1

As a short view, part of the list above.
Below each compound: Xi reactivation | F508del corr | INS-1E GSIS act | RAD52 inh | RAD54 inh | E-sel inducer | DENV2 CPE | CASP6 VEID inh
- CCNc1ccc(S(=O)(=O)N(C)C)cc1NCC(=O)Nc1ccccc1Cl
→ 0.0 | 2.5 | -5 | -31 | 2 | nt | 0 | 1
- C/C=C/c1ccc([C@@H]2[C@@H](CO)N(C(=O)C3CCC3)C23CN(S(=O)(=O)CC)C3)cc1
→ 0.0 | -2.0 | -7 | -7 | nt | -0.1 | ? | 2
- Cc1ccc2nc(CSc3nnc4ccccn34)cc(=O)n2c1
→ 0.0 | 1.9 | -5 | -17 | nt | -0.5 | 6 | 3
